# Screens (PubChem BioAssay)
# Rtt109 HAT inh: inhibitors of Candida albicans Rtt109/Vps75 histone acetyltransferase. Q5AAJ8. purified Rtt109/Vps75, ThioGlo CoA-SH fluorescence, 4 h. inhibition, % at 34.9 µM. 330,000 tested, 0.16% active. AID 540336;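 active = inhibition of at least 50% in every replicate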
# Cardiac RTF inh: cardiac RTF calcium desensitization; P19429+P45379; IANBD-labeled cardiac RTF, Ca2+ fluorescence; inhibition, % at 7.15 µM; 340,000 tested, 0.12% active; AID 493244;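 active = inhibition above the mean inhibition of all tested compounds plus 3 SD, cut at about 17% in these data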;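 also: assay run at fixed EC70 calcium of 1.6 mM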
# CDK5 inh: CDK5/p35 (human) kinase inhibition; Q00535+Q15078; Recombinant CDK5/p35, ADP-Glo luminescence, 60 min; inhibition, % at 10 µM; 330,000 tested, 0.01% active; AID 488839;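 active = highest replicate inhibition of at least 50% and at least 75% of replicates reaching 50%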;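 also: plate controls were DMSO neutral control for no effect and GW8510 at 10 µM for full effect; many of its hits are not listed in these tables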
# NSD2 inh: inhibitors of human histone methyltransferase NSD2; O96028; AID 743445; NSD2 peptide methylation, AlphaScreen, 120 min; 310,000 tested, 0.54% active; inhibition, % at 12.5 µM; in the data active = inhibition above about 50%
# Target sequence (O96028 whole entry, looked up): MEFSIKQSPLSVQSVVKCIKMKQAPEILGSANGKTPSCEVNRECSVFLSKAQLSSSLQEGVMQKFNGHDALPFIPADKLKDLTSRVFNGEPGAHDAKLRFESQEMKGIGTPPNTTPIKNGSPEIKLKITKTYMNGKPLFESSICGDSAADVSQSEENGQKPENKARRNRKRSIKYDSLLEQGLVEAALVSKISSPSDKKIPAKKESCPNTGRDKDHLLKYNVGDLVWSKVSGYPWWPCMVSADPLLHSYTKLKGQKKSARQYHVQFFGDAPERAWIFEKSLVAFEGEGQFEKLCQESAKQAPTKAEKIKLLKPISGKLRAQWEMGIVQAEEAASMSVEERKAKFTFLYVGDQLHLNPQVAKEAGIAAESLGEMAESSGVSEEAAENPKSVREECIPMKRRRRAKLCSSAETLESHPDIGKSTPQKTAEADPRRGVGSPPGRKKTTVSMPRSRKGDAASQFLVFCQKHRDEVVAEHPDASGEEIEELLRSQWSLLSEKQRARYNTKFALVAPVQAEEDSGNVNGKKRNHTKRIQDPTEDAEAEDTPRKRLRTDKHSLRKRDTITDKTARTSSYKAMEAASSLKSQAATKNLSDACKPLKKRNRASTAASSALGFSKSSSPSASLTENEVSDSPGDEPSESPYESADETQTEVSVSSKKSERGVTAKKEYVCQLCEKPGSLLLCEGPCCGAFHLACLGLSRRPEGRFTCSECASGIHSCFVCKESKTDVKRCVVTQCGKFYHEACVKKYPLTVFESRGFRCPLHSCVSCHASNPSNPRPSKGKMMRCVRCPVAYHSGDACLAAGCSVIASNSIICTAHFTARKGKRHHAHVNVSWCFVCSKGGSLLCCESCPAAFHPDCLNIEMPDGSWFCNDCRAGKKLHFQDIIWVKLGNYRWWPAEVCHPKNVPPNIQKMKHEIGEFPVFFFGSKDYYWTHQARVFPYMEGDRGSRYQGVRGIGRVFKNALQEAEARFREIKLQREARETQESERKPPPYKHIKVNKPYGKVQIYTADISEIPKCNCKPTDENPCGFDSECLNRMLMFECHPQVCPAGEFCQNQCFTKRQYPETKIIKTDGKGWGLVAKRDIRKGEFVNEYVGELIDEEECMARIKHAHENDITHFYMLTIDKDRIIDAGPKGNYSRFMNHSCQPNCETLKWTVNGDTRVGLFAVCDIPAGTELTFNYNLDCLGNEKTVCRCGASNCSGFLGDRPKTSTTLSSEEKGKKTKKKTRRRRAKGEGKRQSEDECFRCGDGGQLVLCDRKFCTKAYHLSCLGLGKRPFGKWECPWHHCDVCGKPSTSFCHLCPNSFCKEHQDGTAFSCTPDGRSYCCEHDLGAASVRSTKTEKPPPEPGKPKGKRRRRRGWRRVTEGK
# Keap1-Nrf2 PPI: Keap1-Nrf2 (human) interaction inhibition | inhibition, % at 9.4 µM | Keap1 Kelch-Nrf2 peptide fluorescence polarization, 1536-well | 340,000 tested, 0.15% active; in the data active = inhibition above about 12%;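 also: human Keap1 Kelch domain with fluorescein labeled Nrf2 9mer peptide probe; 0% = neutral control wells and 100% = peptide positive control; higher means more block of Keap1 binding to Nrf2 peptide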
# PfHsp90 yeast 2: reduces growth (ATP signal) of yeast expressing P. falciparum Hsp90; S. cerevisiae expressing PfHsp90, BacTiter-Glo ATP, 48 h; yeast lacking PDR1 and PDR3 efflux regulators; inhibition, % at 9.4 µM; 310,000 tested, 0.32% active; AID 504621;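 active = every replicate shows inhibition above about 80%, whatever the replicate mean, limit read from the data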;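 also: 0% = DMSO neutral controls and 100% = 20 µM radicicol positive controls; yeast relying on Plasmodium falciparum Hsp90 in place of its own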
# PvdQ inh: blocks Pseudomonas aeruginosa PvdQ acylase activity; purified PvdQ acylase, fluorescence plate reader; inhibition, % at 10 µM; 340,000 tested, 0.063% active; in the data active = inhibition above about 30%, passing the limit was not always enough;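 also: 0% = vehicle neutral wells and 100% = reference inhibitor wells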
# SUMO Mot1 rescue: blocks SUMOylation pathway, rescuing yeast Mot1-301 growth | growth rescue, % at 18.8 µM | S. cerevisiae Mot1-301 growth rescue, ATP luminescence, 38.5C; percent above DMSO median, 100 means doubled | 320,000 tested, 1% active | AID 2716;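 active = every valid replicate shows activation above 250% relative to neutral control wells; inactive = the rest, any valid replicate at or below 250%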;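 also: OY570 slx delta 5 strain wells were the positive control but not used for scaling; some compounds called inactive have numbers as strong as hits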
# C-LANA FP: blocks KSHV LANA C-terminal domain binding to DNA | MBP-C-LANA/FAM-LBS DNA binding, fluorescence polarization | inhibition, % at 9 µM | 340,000 tested, 0.078% active | AID 504423;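 active = highest replicate inhibition at or above 60% at 9 µM, even if other replicates fall short; inactive = all replicates below 60% inhibition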;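 also: 0% = neutral control wells and 100% = 4 µM acridine orange control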
# dFosB act: activators of mouse delta FosB homodimer | AID 493131 | 340,000 tested, 0.99% active | purified delta FosB, TAMRA-CDK5 oligo fluorescence polarization; percent of positive-control signal above neutral wells | activation, % at 25 µM;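 active = mean activation above about 17%, with every replicate also reaching it, limit read from the data, passing the limit was not always enough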;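 also: fluorescence polarization rise as delta FosB binds a TAMRA Cdk5 AP-1 oligo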
# RTF Ca sens act: cardiac RTF calcium sensitization; P19429+P45379; IANBD-labeled TnC RTF fluorescence at EC20 calcium; 0% EC20 calcium, 100% full calcium; activation, % at 7.2 µM; 340,000 tested, 0.24% active; AID 493008;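 active = activation above the mean over all tested compounds plus 3 SD, cut at about 30% in these data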;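 also: rise in fluorescence read as greater calcium sensitivity of cardiac thin filaments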
# * hit, by the source's call; nt = no result given. The order is random; any-hit rate near 3.2%.
SMILES,Rtt109 HAT inh,Cardiac RTF inh,CDK5 inh,NSD2 inh,Keap1-Nrf2 PPI,PfHsp90 yeast 2,PvdQ inh,SUMO Mot1 rescue,C-LANA FP,dFosB act,RTF Ca sens act
CC(=O)c1ccc(N/C=C\C(=O)c2ccc(C)cc2)cc1,0,-12,0.6,-3,1,-7,-10,5,1.2,1,-1
CCN(CC(=O)Nc1c(F)cccc1F)C(=O)C1CCC1,-5,7,0.8,1,-3,nt,-16,87,-1.8,2,3
Cc1cc(N2CCCC2)nc(-c2ccccc2O)n1,-1,-12,-0.1,-3,0,-18,-15,-1,-1.5,-4,-1
O=C(COC(=O)c1cccc(Cl)c1Cl)NCCN1C(=O)CSC1=O,4,11,-1.3,5,-2,2,-12,-14,0.3,-4,-2
C/C(Cn1nc([N+](=O)[O-])cc1C)=N\NC(=O)c1ccc(O)cc1O,5,-8,-1.0,0,-3,-9,-20,-3,1.9,-2,-4
O=C(Cc1ccccc1)N1CCC(c2ccccc2)C1 (centres undefined),1,-7,-1.0,-1,3,-2,-4,2,-0.5,5,2
O=C(O)C1CC(O)CN1S(=O)(=O)c1ccc2ccccc2c1 (centres undefined),1,-4,-4.8,-1,-3,2,-13,2,0.0,-8,5
COc1cccc(CN2CCN(S(=O)(=O)c3ccc(Cl)s3)CC2)c1,3,-12,-1.8,-4,-4,nt,-18,1,-1.1,-9,-2
CCc1nn(CCCC(=O)NCc2ccccc2C)c(=O)c2cc3occc3n12,-1,-6,-0.2,2,-7,-7,-18,4,0.4,-8,3
COc1cc(C(=S)N2CCCC2)ccc1OCC(N)=O,-4,-11,0.6,-1,-1,-11,-4,-27,-1.0,1,-8
COc1cc(/C=N/NC(=O)COc2cccc(F)c2)ccc1OS(=O)(=O)c1ccc(C)cc1,-3,5,1.9,11,1,-12,25,238,0.7,-11,0
COc1ccccc1C1=CC(=O)CCC1,-4,-2,0.6,nt,-2,19,-1,-9,-0.8,0,1
Cc1cccc(C(=O)NNC(=O)c2ccc(Br)cc2)c1,1,-3,0.8,-2,2,12,-10,35,-1.4,1,5
CN(C)c1ccc(C(CNC(=O)c2ccc(-c3ccccc3)cc2)N2CCOCC2)cc1 (centres undefined),1,-15,-0.1,2,-7,nt,-8,3,1.6,-15,7
COc1ccc(C(=O)C2CC2)cc1,0,-11,-0.3,-1,0,-1,5,nt,-0.7,0,-2
O=C(Cn1cncn1)NCCCc1ccccc1,-6,-5,-0.6,-3,2,nt,9,71,0.5,3,1
CC1(c2nnc(-c3ccccc3)o2)CC(c2c(Cl)cccc2Cl)=NO1 (centres undefined),1,-8,1.9,nt,-5,-7,4,11,0.1,5,-1
CCCCCCCn1c2c(c(=N)c3c1CCC3)CCCC2,24,0,-2.3,10,-6,17,-12,nt,1.1,-6,4
COc1ccccc1N(CC(=O)NC1CCCCC1)C(=O)CCC(=O)Nc1ccccn1,6,-1,-1.0,nt,-4,-43,-1,11,0.5,-1,4
COc1cc(-n2c(=O)c3ccccc3n(CC(=O)OCc3ccccc3)c2=O)cc(OC)c1OC,-8,4,1.8,-2,-1,-7,-16,13,0.5,10,-2
Cc1ccc2sc(N(CCN(C)C)C(=O)c3ccc4ccccc4c3)nc2c1C,0,3,nt,-3,-1,-1,2,-18,-0.5,39*,-3
COc1ccc(-c2cc(C(=O)Nc3c(F)cc(F)cc3Br)no2)cc1,1,1,2.3,0,-2,-48,-12,115,1.8,8,0
CCOC(=O)C(=N/O)/C(C)=N/NC(C)=O,-11,4,-2.7,0,0,-36,-10,72,0.1,1,-3
COc1ccc(N(C(=O)c2snc(C(N)=O)c2N)C(C(=O)NC2CCCC2)c2ccco2)c(OC)c1 (centres undefined),-10,-2,0.8,5,-1,4,0,nt,0.1,-8,-4
O=C(/C(=N/O)n1cncn1)c1ccccc1Cl,11,-5,0.5,-2,-2,9,-13,6,-0.9,0,2

# New compounds follow:
SMILES,Rtt109 HAT inh,Cardiac RTF inh,CDK5 inh,NSD2 inh,Keap1-Nrf2 PPI,PfHsp90 yeast 2,PvdQ inh,SUMO Mot1 rescue,C-LANA FP,dFosB act,RTF Ca sens act
CCN(CC)CCOCCOc1ccccc1F,-8,-7,0.3,-1,3,-19,-12,15,0.2,-3,5
Nc1nnnn1NCc1cccc(OCc2ccccc2)c1,-4,-6,-0.9,7,-4,-5,-13,-5,2.9,-8,1
COCC1CCN(Cc2c(C(=O)N3CCc4ccccc4C3)nc3ccc(Cl)cn23)C1 (centres undefined),15,-8,-0.3,-3,-1,-3,3,6,11,-16,11
C=CCn1c(SCC(=O)NCc2ccco2)nc2ccccc2c1=O,4,nt,-0.6,2,-3,-22,-6,6,-1.5,1,nt
O=C(COC(=O)CCC(=O)c1ccc2c(c1)OCCO2)NCc1ccc2c(c1)OCO2,5,-7,1.3,0,-2,-21,-5,-5,0.1,-2,-5
Cc1cc(NC(=O)CC2CCCC2)ccc1Br,-1,-10,-0.1,nt,2,-3,-8,386*,-1.1,-16,-6
CC(C)(C)c1ccc(NC(=O)CSc2n[nH]c(=O)n2C2CC2)cc1,-9,2,1.6,-5,-1,2,1,12,1.2,-5,-1
COc1cc2c(cc1OC)C(C)N(C(=O)C(NC(=O)c1ccccc1)C(C)C)CC2 (centres undefined),4,-1,-1.5,0,-1,7,0,407,0.3,0,0
CCOc1ccc(/C=C/[N+](=O)[O-])c2ccccc12,-1,-2,-0.4,6,-3,-61,-14,1,0.7,-10,-3
FC(F)(F)c1cc(-c2ccccc2)nc(-n2cncn2)n1,-6,-8,0.6,7,0,32,-12,47,-1.1,1,0
COCCNCC(=O)Nc1ccc(C)c(S(=O)(=O)N2CCCCC2)c1,-6,-19,0.1,-6,1,-1,-12,nt,-1.9,-4,-1
Cc1ccccc1N(CC(=O)NCc1ccncc1)S(C)(=O)=O,-1,-8,-3.1,-1,-1,nt,6,-4,0.1,0,-3
COc1ccccc1CCN=C(N)NS(=O)(=O)c1ccc(F)cc1,4,1,-2.3,-2,0,-4,1,-19,-1.5,-5,6
CC(C)[C@H](NS(=O)(=O)c1ccccc1)C(=O)Nc1ccccc1N1CCOCC1,-1,-7,-1.3,-1,-2,36,-16,1,1.9,0,3
O=C(O)c1cc2ccccc2n1-c1ccccc1,3,-7,0.0,6,0,1,3,-6,2.3,2,-6
O=C(Nc1ccccc1-c1ccccc1)c1ccccc1,11,-2,3.7,-3,-3,2,7,-10,nt,-7,-2
COC(=O)C1CCN(C(=O)COC(=O)c2n[nH]c3ccccc23)CC1,nt,-2,0.1,1,-3,nt,-7,-13,-1.3,0,-2
CO[C@H]1CC[C@@]2(C)[C@@H](CC[C@@H]3[C@@H]2CC[C@@]2(C)[C@H]3C[C@H](C(=O)O)O[C@]23CCCO3)C1,-4,-1,3.8,nt,-2,1,9,nt,2.4,-3,-5
COc1cccc(N2CCN(C(=O)C3CCN(S(=O)(=O)c4cccs4)CC3)CC2)c1,3,-7,-0.9,3,1,2,-3,-3,-0.1,-4,1
CC/C(=N/N=C(\CC)c1ccccc1)c1ccccc1,6,-10,-0.1,-4,-2,4,-3,18,-2.4,3,2
CN(C)c1nc(N)nc(CSc2nc3c(c(=O)n(C)c(=O)n3C)n2Cc2ccccc2F)n1,0,-6,-1.3,1,-2,6,-2,33,-1.8,1,-1
CC1=C(C(=O)Nc2cccc(C(=O)NC(C)c3ccccc3)c2)SCCO1 (centres undefined),18,-9,1.8,nt,2,22,-4,-34,2.8,-4,-4
CN(CC(=O)Nc1cccc(F)c1)C(=O)c1cc(S(=O)(=O)N2CCN(c3ccccc3)CC2)ccc1Cl,1,4,0.8,-1,-5,4,18,-4,-1.1,-8,-3

# Of the compounds above, these contain fluorine.
SMILES,Rtt109 HAT inh,Cardiac RTF inh,CDK5 inh,NSD2 inh,Keap1-Nrf2 PPI,PfHsp90 yeast 2,PvdQ inh,SUMO Mot1 rescue,C-LANA FP,dFosB act,RTF Ca sens act
CCN(CC(=O)Nc1c(F)cccc1F)C(=O)C1CCC1,-5,7,0.8,1,-3,nt,-16,87,-1.8,2,3
COc1cc(/C=N/NC(=O)COc2cccc(F)c2)ccc1OS(=O)(=O)c1ccc(C)cc1,-3,5,1.9,11,1,-12,25,238,0.7,-11,0
COc1ccc(-c2cc(C(=O)Nc3c(F)cc(F)cc3Br)no2)cc1,1,1,2.3,0,-2,-48,-12,115,1.8,8,0
CCN(CC)CCOCCOc1ccccc1F,-8,-7,0.3,-1,3,-19,-12,15,0.2,-3,5
FC(F)(F)c1cc(-c2ccccc2)nc(-n2cncn2)n1,-6,-8,0.6,7,0,32,-12,47,-1.1,1,0
COc1ccccc1CCN=C(N)NS(=O)(=O)c1ccc(F)cc1,4,1,-2.3,-2,0,-4,1,-19,-1.5,-5,6
CN(C)c1nc(N)nc(CSc2nc3c(c(=O)n(C)c(=O)n3C)n2Cc2ccccc2F)n1,0,-6,-1.3,1,-2,6,-2,33,-1.8,1,-1
CN(CC(=O)Nc1cccc(F)c1)C(=O)c1cc(S(=O)(=O)N2CCN(c3ccccc3)CC2)ccc1Cl,1,4,0.8,-1,-5,4,18,-4,-1.1,-8,-3
